KLF5 inh: kruppel-like factor 5 inhibition. 290,000 tested, 0.23% active. inhibition, % at 5 µM. DLD-1 KLF5 promoter-luciferase reporter, luminescence. AID 1700;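 active = inhibition above a per-plate limit of that plate's mean compound inhibition plus 3 SD, cut at about 60% in these data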;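 also: 0% = DMSO wells and 100% = LY294002 at 200 µM; higher means less KLF5 promoter-driven luciferase light; inactives centre near -14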
GSK3A inh: blocks human GSK-3 alpha kinase; ADP-Glo luminescence, 60 min; 320,000 tested, 0.1% active; inhibition, % at 10 µM; AID 2650; P49840;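 in the data active = inhibition above about 50%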;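 also: GST-tagged GSK-3 alpha with peptide substrate and 25 µM ATP; 0% = DMSO neutral wells and 100% = GW8510 positive control wells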
Target sequence (P49840 whole entry, looked up): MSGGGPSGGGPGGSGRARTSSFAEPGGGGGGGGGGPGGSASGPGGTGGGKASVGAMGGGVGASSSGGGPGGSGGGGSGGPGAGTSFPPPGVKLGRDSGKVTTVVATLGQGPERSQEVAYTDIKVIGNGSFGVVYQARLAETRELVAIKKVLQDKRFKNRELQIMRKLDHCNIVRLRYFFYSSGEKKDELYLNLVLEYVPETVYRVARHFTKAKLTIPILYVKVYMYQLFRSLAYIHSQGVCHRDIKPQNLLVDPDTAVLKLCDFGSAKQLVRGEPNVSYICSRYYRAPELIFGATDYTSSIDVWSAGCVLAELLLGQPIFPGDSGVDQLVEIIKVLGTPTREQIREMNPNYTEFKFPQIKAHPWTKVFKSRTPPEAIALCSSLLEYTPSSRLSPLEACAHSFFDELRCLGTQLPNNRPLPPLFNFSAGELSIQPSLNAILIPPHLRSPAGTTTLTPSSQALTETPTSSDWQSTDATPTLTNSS
aSyn UTR inh: 5' untranslated region of α-synuclein, MLPCN primary screen; inhibition, % (tested at 7.5 µM); alpha-synuclein 5'UTR reporter, inhibitor activity; 300,000 tested, 0.82% active; AID 1813; in the data active = inhibition above about 60%; inconclusive = no clear call, values can overlap the other calls;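 also: H4 neuroglioblastoma cells stably carrying SNCA 5'UTR luciferase fusion; 0% = DMSO wells and 100% = positive control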
PolyA inhibitor: yeast polyadenylation inhibition; S. cerevisiae SKY197-pL101 polyadenylation reporter, beta-gal luminescence; efflux-impaired pdr1/pdr3 knockout yeast; score 100 = 6 SD above DMSO; 300,000 tested, 0.02% active; calls only at 12 µM;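 active = lowest replicate activity score at least 50, where 100 means six control SD above control mean; inconclusive = lowest score under 50 but half or more replicates reach 50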;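 also: yeast exposed to compound for 9 h at 30 °C; higher score means more reporter readthrough which indicates perturbed polyadenylation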
GSK3beta inhib: inhibitors of human GSK3beta kinase; P49841; GST-GSK3beta kinase, ADP-Glo luminescence, 60 min; hits give low values; activity score (negative = inhibition), % at 10 µM; 300,000 tested, 0.038% active; AID 2097;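 active = more than half of replicate wells score below -50%, meaning over 50% inhibition versus plate controls; inconclusive = some replicates but at most half score below -50%; inactive = no replicate scores below -50%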;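 also: 0% = median DMSO wells and -100% = median GW8510 positive control wells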
Target sequence (P49841 whole entry, looked up): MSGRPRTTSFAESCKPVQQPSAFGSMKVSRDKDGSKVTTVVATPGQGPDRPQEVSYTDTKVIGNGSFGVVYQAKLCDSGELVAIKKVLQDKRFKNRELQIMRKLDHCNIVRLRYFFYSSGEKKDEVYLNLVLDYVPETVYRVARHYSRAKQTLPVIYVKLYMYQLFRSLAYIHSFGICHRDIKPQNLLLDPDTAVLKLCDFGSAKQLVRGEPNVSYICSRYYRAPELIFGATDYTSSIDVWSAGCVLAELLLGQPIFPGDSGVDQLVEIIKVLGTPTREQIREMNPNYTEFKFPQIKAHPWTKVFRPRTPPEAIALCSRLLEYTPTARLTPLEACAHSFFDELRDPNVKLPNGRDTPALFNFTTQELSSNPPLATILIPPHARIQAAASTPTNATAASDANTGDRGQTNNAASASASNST
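Test system: GST-fused GSK3beta enzyme, cell-free | Quantity: 1.6 ng GST-GSK3beta enzyme per well | Reagent: 25 µM ATP with peptide substrate | Schedule: 60 min enzyme reaction, room temperature | Signal: Luminescent ADP-Glo measurement of ADP formed | Read-out basis: Score relative to plate controls | Control set: DMSO and 20 µM GW8510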
IEC-6 tox: counter-screen for KLF5 inhibitors: cytotoxicity in IEC-6 cells; inhibition, % at 5 µM; IEC-6 cytotoxicity, luminescence viability; 290,000 tested, 0.78% active; in the data active = inhibition above about 22%;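 also: 0% = plate median of test compound wells and 100% = cytotoxic reference compound wells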
HSP90 inh: HSP90 refolding inhibition in rabbit reticulocyte lysate | luciferase refolding luminescence, 3 h | inhibition, % at 5.6 µM | 290,000 tested, 0.91% active | AID 1789;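 active = inhibition above the screen-wide mean plus 3 SD, computed separately per campaign, cut at about 16% in these data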;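 also: 0% = DMSO wells and 100% = 60 µM geldanamycin wells; inhibitors lower the luminescence because luciferase stays unfolded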
HSF-1 act: increases HSF-1 driven luciferase reporter signal; NIH3T3-HGL HSF-1 luciferase reporter, MG132, 8 h; 100% = twice DMSO control signal; activation, % at 9 µM; 300,000 tested, 1.7% active; AID 504408;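 active = mean replicate activation of at least 50% with a set share of replicates each reaching 50%; inconclusive = only one of those two conditions met; inactive = mean below 50% and too few replicates reaching it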;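 also: 0% = median of the neutral control wells and 100% = twice that signal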
HSF1 inh: HSF1 inhibition | activity change, negative = inhibition, % at 7.5 µM (by protocol) | 300,000 tested, 0.77% active | NIH3T3-HGL HSE-luciferase, MG132-induced, luminescence 8 h; hits give low values;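 active = more than half of replicate wells show activity change below -50%, luminescence cut by over half; inconclusive = some wells, but at most half, below -50%; inactive = no replicate well below -50%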;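 also: luciferase reports HSF-1 transcriptional activity via heat shock element; 0% = median of DMSO wells and -100% = zero luminescence signal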
AI-2 QS mod: Vibrio harveyi AI-2 quorum sensing modulation; AID 2094; Vibrio harveyi JMH597 AI-2 luminescence/OD600 ratio, 9 h; hits give low values; strain lacks LuxN and CqsS sensors; 0 = neutral-control median; activity change, % at 7.5 µM; 300,000 tested, 0.4% active; in the data active = activity change below about -75%, passing the limit was not always enough; inconclusive = no clear call, values can overlap the other calls;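 also: luminescence divided by OD600 gain over 9 h not by final OD600 alone; inactives centre near 13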
Starred values were filed as active, the others as inactive; i = inactive; ? = inconclusive; nt = not tested or not shown.

SMILES | KLF5 inh | GSK3A inh | aSyn UTR inh | PolyA inhibitor | GSK3beta inhib | IEC-6 tox | HSP90 inh | HSF-1 act | HSF1 inh | AI-2 QS mod
CCN1C(=NCCCCO)N[C@@H](c2cccc(C(F)(F)F)c2)C(C(=O)OC)=C1C | 4 | -1 | 30 | i | 0 | -3 | -2 | 4 | 2 | 9
N#Cc1ccc(C(=O)OCC(=O)Nc2ccc(N3CCOCC3)cc2)cc1 | 11 | -4 | -9 | i | 2 | 8 | 2 | -3 | -3 | 3
CCOC(=O)C1CCCN(C(=O)c2cc3c(-c4cccc(OC)c4)nn(C)c3s2)C1 (stereo unspecified) | -18 | -2 | -19 | i | nt | 1 | 1 | -10 | 1 | nt
O=C(CCn1c(=O)[nH]c2ccccc2c1=O)NCCCN1CCN(c2cccc(Cl)c2)CC1 | -1 | -2 | 11 | i | 1 | 4 | 4 | -7 | 1 | 13
CCC(C(=O)OCC(=O)NC(=O)c1ccccc1OC)c1ccccc1 (stereo unspecified) | nt | -2 | 3 | i | -1 | nt | nt | -16 | 1 | 11
Cc1cc(N2CCN(C)CC2)nc(-c2ccccc2O)n1 | -3 | 3 | 7 | i | 1 | 11 | 3 | -27 | -5 | 3
C/C(=N\NC(=S)Nc1cccc(C)c1)c1cc2ccccc2o1 | 6 | -1 | -25 | i | -1 | 0 | -4 | 6 | -2 | 11
COc1ccc(/C=N/n2c(-c3cccs3)n[nH]c2=S)cc1 | -21 | 6 | 27 | i | 0 | 0 | 2 | -6 | -5 | 43
CCn1ncc(C2=NOC(C(=O)Nc3cccnc3)C2)c1C (stereo unspecified) | 6 | 0 | -26 | i | 3 | 3 | -4 | -1 | -7 | -7
CCCn1c(N)c(C(=O)CSc2nc3ccccc3c(=O)n2-c2ccc(OC)cc2)c(=O)[nH]c1=O | -26 | 2 | 13 | i | -1 | -8 | -8 | 14 | -3 | 17
COc1ccc(N2CCN(C(CNC(=O)OCc3ccccc3)c3ccco3)CC2)cc1 (stereo unspecified) | 15 | 3 | -33 | i | -5 | 4 | 3 | 7 | 14 | 16
NS(=O)(=O)c1ccc(-c2cccc(/C=C3\SC(=O)NC3=O)c2)cc1 | -9 | 40 | 9 | i | -1 | 1 | 0 | -6 | -1 | 43
O=C(c1cc2ccccc2o1)N1CCC(N2CCC(C(=O)N3CCCC3)CC2)CC1 | -24 | 1 | -12 | i | 2 | 0 | 0 | 12 | -4 | -8
O=C1/C(=C/c2cccs2)SC(=S)N1CCCC(=O)N(CCO)c1ccccc1 | 1 | 0 | -12 | i | -1 | -4 | 1 | 3 | 3 | 31
O=C(CCl)c1cc2c3c(c1)CC(=O)N3CCC2 | 0 | 1 | -59 | i | -1 | -7 | -1 | -5 | 0 | 37
CCOC(=O)c1cc(NC(=O)COC)ccc1O | -25 | 0 | 7 | i | 7 | 4 | 1 | 3 | -5 | 5
CN1CCN(C(=O)CSc2nc3ccc(NC(=O)c4ccccc4F)cc3s2)CC1 | -23 | 3 | -60 | i | -2 | 2 | 1 | 18 | 11 | 22
COc1ccc(CCNCC(O)c2ccccc2)cc1 (stereo unspecified) | -18 | -3 | -9 | i | 1 | 1 | -1 | 6 | -1 | 6
COc1cccc(CCc2nc3ccccc3c(=O)n2N)c1 | nt | 0 | -68 | i | 2 | nt | nt | 20 | 2 | 15
COc1cc(C)c(C(C)C)cc1S(=O)(=O)N1CCOCC1 | -29 | -2 | 28 | i | 0 | 6 | 6 | 0 | -11 | 8
O=C(COC(=O)c1ccc(O)cc1)NCCC1=CCCCC1 | 1 | 2 | 3 | i | 2 | -2 | -2 | nt | nt | 5
COc1ccccc1N1C(C)=CC(=C(C#N)c2nc3ccccc3s2)C=C1C | 0 | -3 | 5 | i | 1 | -1 | -1 | -43 | -28 | 32
Cc1cc(C(=O)OCC(=O)N(CC(C)C)c2c(N)n(Cc3ccccc3)c(=O)[nH]c2=O)c2ccccc2n1 | nt | -2 | 10 | i | 0 | nt | nt | -1 | -5 | 3
Cc1cccc(C)c1NC(=O)NC1(C(=O)N2CCN3CCCC3C2)CCCCC1 (stereo unspecified) | -14 | -1 | 10 | i | 3 | 2 | -5 | -7 | 2 | 8
COc1ccc(CCNC(=O)C2CCC(=O)N(C3CCCCCC3)C2)cc1 (stereo unspecified) | -1 | 1 | -2 | i | -2 | 1 | -9 | 6 | 1 | 24
CN(Cc1nc2ccc(F)cc2[nH]1)Cc1nc(CC2CC2)no1 | -17 | -1 | -25 | i | 2 | 0 | -5 | 7 | -1 | 15
Nc1cccc(C(=O)Nc2ccco2)c1 | -6 | 2 | 2 | i | 1 | -5 | 2 | 9 | 1 | 19
CCOc1ccccc1N1CCN(CC(=O)N(CC(C)C)c2c(N)n(CC(C)C)c(=O)[nH]c2=O)CC1 | -20 | 0 | 15 | i | 2 | 0 | -1 | -9 | -3 | 32
CC(C)Oc1ccc(C(=O)Nc2ccccc2N2CCOCC2)cc1 | -21 | 0 | 0 | i | 0 | -5 | -1 | 16 | -1 | 17
COC(=O)c1ccc2c(=O)n(CCN3CCOCC3)c(SCC(=O)Nc3cccc(OC)c3)nc2c1 | -27 | 1 | -19 | i | 4 | 3 | 2 | 17 | 8 | 19
O=C(Cn1nnc(-c2ccccc2)n1)N1CCCCC1 | -76 | -1 | -70 | i | 0 | 3 | 3 | 3 | -2 | -6
COc1cccc(N2CC(NC(=O)c3ccc4ccccc4c3)CC2=O)c1 (stereo unspecified) | nt | -4 | 0 | i | -1 | nt | nt | -3 | 1 | 23
CCCCCNCc1ccc(OCc2ccc(Cl)nc2)c(OC)c1 | 4 | 1 | -34 | i | -6 | 2 | 3 | 7 | 4 | 16
Oc1c(CN2CCN(c3ccccn3)CC2)cc(Cl)c2cccnc12 | 2 | -3 | 92* | i | 1 | -5 | 1 | -20 | -6 | ?
Cc1ccc(Cn2c(=N)c(C(=O)NCCN3CCOCC3)cc3c(=O)n4ccccc4nc32)cc1 | -11 | 1 | -12 | i | 0 | 0 | 0 | -1 | 2 | 13
COc1ccc(-c2nnc(SCc3ccccc3F)o2)cc1OC | -51 | -1 | -66 | i | 0 | -5 | 0 | 15 | 20 | 21
N#Cc1c(NC(=O)c2ccccc2)sc2c1CCC2 | -148 | 0 | -288 | i | 2 | 14 | 10 | 0 | 11 | 5
Cc1ccc(NC2CCCN(C(=O)c3cnc4ccccn4c3=O)C2)cc1C (stereo unspecified) | -8 | 4 | -2 | i | -4 | -8 | -5 | 39 | 14 | -1
NS(=O)(=O)c1ccc(CCNC(=O)CN2CCN(c3ccccc3O)CC2)cc1 | -60 | -3 | -15 | i | 1 | 4 | 9 | 23 | 3 | 5
Cc1[nH]c(C)c(S(=O)(=O)N2CCN(c3cccc(C(F)(F)F)c3)CC2)c1C(=O)N1CCCC1 | -5 | nt | 9 | i | 1 | -1 | 2 | 0 | 2 | 34
Cc1cc(C(=O)OCC(=O)Nc2c(Cl)cccc2C(F)(F)F)c(C)o1 | nt | 0 | -7 | i | 3 | nt | nt | 28 | 2 | 4
Cc1c(CC(=O)N2CCN(C(=O)C3COc4ccccc4O3)CC2)c(=O)oc2c(O)c(O)ccc12 (stereo unspecified) | -18 | -5 | -9 | i | 1 | -6 | -6 | -17 | 4 | 11
CC(=O)Nc1ccccc1Nc1nc(NCCO)nc(N2CCCC2)n1 | nt | -3 | 8 | i | 3 | nt | nt | -6 | -2 | 6
Cc1nc2oc3ccc(Cl)cc3c(=O)c2cc1C(=O)O | -16 | 2 | -62 | i | 1 | 6 | -2 | 11 | 3 | 14
O=C(CNCCC1=CCCCC1)Nc1ccc(N2CCCCCC2)cc1 | -45 | 0 | -10 | i | -1 | -6 | -1 | 13 | 9 | -41
COc1ccc(C(CC(=O)Nc2ncccc2C)N2Cc3ccccc3C2=O)cc1 (stereo unspecified) | -32 | -1 | 3 | i | 17 | -2 | 6 | 11 | 2 | 0
O=C(O)c1ccc(CN(Cc2ccccc2)S(=O)(=O)c2ccc(Cl)cc2)cc1 | 6 | -3 | 9 | i | 1 | -6 | -4 | 14 | 0 | 57
NC(=O)[C@@H]1CCCN1Cc1nc(-c2cccs2)no1 | -131 | -1 | 17 | i | -1 | -1 | 7 | 11 | -3 | 33
Cc1noc(C)c1C(=O)NCCc1c(C)[nH]c2ccccc12 | -38 | -1 | -7 | i | 0 | 3 | -3 | -26 | -3 | 13
COc1cccc(Nc2nnc(SCC(=O)Nc3sccc3C(N)=O)s2)c1 | 0 | 2 | -3 | i | -3 | 6 | 3 | -6 | -2 | 20
OC(COCc1ccc(Cl)cc1)CN1CCc2ccccc2C1 (stereo unspecified) | -21 | -5 | 21 | i | 1 | 5 | -4 | 9 | -13 | 23
COc1ccc(CCNC(=O)COC(=O)c2cccs2)cc1OC | -11 | -1 | 9 | i | nt | 0 | 3 | 3 | -5 | nt
Cc1nc2ccccn2c1C(=O)NCc1cccnc1 | 4 | -1 | -30 | i | 3 | 8 | 0 | -9 | -9 | 21
Cc1cc(NC(=O)CCN2C(=O)/C(=C/c3ccccc3F)SC2=S)no1 | -28 | -1 | -17 | i | -6 | -1 | 1 | -2 | 1 | 1
CCN(CC)C(=O)CSCc1cnn(-c2ccccc2)c1-n1cccc1 | -17 | -1 | 35 | i | 0 | -4 | 3 | 6 | 1 | 15
COC(=O)C1=C(C)NC(C)=C(C(=O)OC)C1c1ccc(-c2cccc([N+](=O)[O-])c2)o1 | 10 | -3 | -19 | i | 2 | 7 | 1 | 9 | 11 | 23
COc1cc2c(cc1OC)C(c1cc(C)ccc1C)CC(=O)N2 (stereo unspecified) | -45 | 2 | 28 | i | -2 | -8 | 0 | 16 | 3 | 6
O=C1CC(C(F)(F)C(F)(F)C(F)(F)C(F)F)=Nc2ccccc2N1 | 9 | -1 | 11 | i | 0 | -2 | 6 | 7 | -2 | 16
CC1CCCN(C(=O)CSc2ncccn2)C1 (stereo unspecified) | -10 | -3 | -12 | i | -16 | -4 | -4 | 33 | 3 | 17
Cc1ccc(C2Nc3ccccc3NC3=C2C(=O)OC(C)C3)cc1 (stereo unspecified) | -25 | -1 | 23 | i | 3 | 3 | 2 | -14 | -1 | 14
CSc1cccc(NS(=O)(=O)c2ccc3c(c2)NC(=O)C(C)C(=O)N3)c1 (stereo unspecified) | -16 | 0 | 3 | i | -1 | 1 | 0 | -4 | -1 | 17
c1cc(C2OCCN2CC2COC3(CCCC3)O2)ccn1 (stereo unspecified) | -8 | 4 | 3 | i | 1 | 0 | 3 | -5 | 2 | 21

Only part of the results is shown, so the mix of outcomes need not match the whole.
